# Compound activity: PubChem BioAssay, several laboratories
# CYP2C9 inhib: blocks human cytochrome P450 2C9; inhibition, % at 5 µM; actives 20% (n = 96,000); CYP2C9 Supersomes, luciferin-H conversion, luminescence; P11712; AID 777;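 active means blocking of liver enzyme CYP2C9 beyond about 50% at 5 µM, limit read from the data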; further: values of inactives mirror those of a sister screen read the other way
# Target sequence (P11712 whole entry, looked up): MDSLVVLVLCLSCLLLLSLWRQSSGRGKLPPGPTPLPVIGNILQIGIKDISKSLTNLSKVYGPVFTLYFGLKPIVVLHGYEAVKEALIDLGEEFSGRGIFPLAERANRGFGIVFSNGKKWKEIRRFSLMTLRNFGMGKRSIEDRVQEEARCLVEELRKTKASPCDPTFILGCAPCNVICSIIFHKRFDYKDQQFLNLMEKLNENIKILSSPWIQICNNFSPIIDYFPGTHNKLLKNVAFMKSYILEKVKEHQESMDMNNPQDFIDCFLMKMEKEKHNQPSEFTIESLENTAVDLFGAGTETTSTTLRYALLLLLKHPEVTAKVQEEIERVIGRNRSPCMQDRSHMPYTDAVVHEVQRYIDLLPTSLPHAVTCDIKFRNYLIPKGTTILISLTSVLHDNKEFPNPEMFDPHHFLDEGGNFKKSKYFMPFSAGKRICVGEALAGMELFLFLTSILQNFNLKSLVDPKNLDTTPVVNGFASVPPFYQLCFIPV
# LYP inh 2: LYP (human) phosphatase inhibition; recombinant LYP catalytic domain, DiFMUP fluorescence; inhibition, % at 2 µM; actives 0.21% (n = 96,000); AID 640;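 active means inhibition at 2 µM at or above a set limit, the screen mean plus 3 SD, cut at about 24% in these data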;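 further: 0% = DMSO with enzyme and 100% = enzyme fully blocked by orthovanadate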
# CYP2C9 activ: increases human cytochrome P450 2C9 activity; P11712; recombinant CYP2C9, luciferin-H conversion, luminescence; active compounds read high; factor 1 = untreated enzyme, 0 = blocked; activation factor at 5 µM; actives 1.4% (n = 96,000);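 active means activation factor of 2 or more for CYP2C9 at a 5 µM dose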;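 further: 0 = sulfaphenazole-blocked wells and 1 = vehicle-only wells; values of inactives mirror those of a sister screen read the other way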
# PTPN22 act: LYP (human) phosphatase activation; Q9Y2R2; recombinant LYP, DiFMUP fluorescence; 0 = plate median, 100 = signal doubled; activation, % at 2 µM; actives 0.11% (n = 96,000);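 active means activation at 2 µM above a set limit, the mean plus 5 SD, cut at about 37% in these data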
# E coli WT exp: growth inhibitors of E. coli BW25113 wild type. AID 710. OD600 absorbance. growth inhibition, % at 100 µM. actives 0.15% (n = 98,000);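 active means growth inhibition above about 50% at one test dose, limit read from the data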;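 further: growth measured after 20 h incubation at 37 °C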
# PostGolgi ctrl: yeast control strain growth, post-Golgi counter-screen; efflux-deficient yeast background strain, growth absorbance A615, 16 h; inhibition, % at 10 µM; actives 5% (n = 98,000); AID 738
# Pyk2 oligo antag: antagonists of human Pyk2 oligomerization. z-score (the deposit names both 25 µM and 10 µM). Q14289. actives 0.83% (n = 99,000). AID 1347419. Q293 cells, Pyk2 FERM NanoBiT luminescence; active compounds read low;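 active means Z-score of -3 or lower, scaled per plate to the spread of control and sample wells; inactive means z-score above -3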;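 further: negative z-score means lost luminescence so less FERM oligomerization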
# PostGolgi yeast: growth inhibition of a yeast mutant, post-Golgi transport screen; inhibition, % at 10 µM; post-Golgi transport phenotypic cell assay; actives 0.9% (n = 98,000);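 further: yeast cells grown in 1536-well plates; yeast grown about 18 h at 30C before absorbance read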
# DAT uptake mod: changed human dopamine transporter uptake under cocaine IC80 | AID 449768 | actives 1.3% (n = 110,000) | B-score at 10 µM | LLC-PK1 hDAT cells, [14C]-dopamine uptake with cocaine IC80; actives deviate in either direction;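 active means Z score or B-score, a plate-position-corrected score, falls beyond the plate's 99.7% confidence bounds, in either direction; inactive means both scores lie inside the 99.7% bounds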;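 further: scored against the spread of the other compound wells on the same plate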
# Target sequence (Q01959 whole entry, looked up): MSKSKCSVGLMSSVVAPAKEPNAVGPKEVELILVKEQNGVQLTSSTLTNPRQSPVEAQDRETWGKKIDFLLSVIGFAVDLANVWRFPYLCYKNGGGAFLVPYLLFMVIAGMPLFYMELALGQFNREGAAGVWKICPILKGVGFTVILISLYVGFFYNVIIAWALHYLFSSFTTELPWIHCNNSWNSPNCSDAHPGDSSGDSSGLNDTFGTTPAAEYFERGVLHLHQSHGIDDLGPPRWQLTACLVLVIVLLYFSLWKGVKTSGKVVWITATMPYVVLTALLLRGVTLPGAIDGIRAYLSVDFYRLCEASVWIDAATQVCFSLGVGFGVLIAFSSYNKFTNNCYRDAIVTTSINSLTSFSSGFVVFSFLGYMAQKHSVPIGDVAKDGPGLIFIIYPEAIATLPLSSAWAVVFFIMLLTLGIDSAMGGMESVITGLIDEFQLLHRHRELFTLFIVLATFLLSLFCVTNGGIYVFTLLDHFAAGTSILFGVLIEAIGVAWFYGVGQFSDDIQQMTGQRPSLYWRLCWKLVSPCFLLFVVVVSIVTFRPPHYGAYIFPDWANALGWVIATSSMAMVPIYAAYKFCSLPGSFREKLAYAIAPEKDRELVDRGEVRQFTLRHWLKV
# * hit, by the source's call; / = no result given. Unless noted, no stated cut-off is given here; in the data, active means inhibition above about 30%; inactive means the rest.
nr	mol	CYP2C9 inhib	LYP inh 2	CYP2C9 activ	PTPN22 act	E coli WT exp
1	COc1cccc(OC)c1C(=O)Nc1c(C)n(C)n(-c2ccccc2)c1=O	4	8	1	-7	-10
2	CCOc1cccc(SCc2noc(C(=O)NCCOC)c2C(=O)O)c1	37	0	0.6	3	2
3	CC1CCN(CC(=O)N2CC(=O)Nc3ccccc32)CC1	/	-5	/	3	/
4	CN(CC(=O)N1CCN(c2ccccc2)CC1)S(=O)(=O)c1cnc[nH]1	100*	7	0	-9	-11
5	Nc1c(C(=O)C2CC2)sc2nc(-c3cccs3)cc(C(F)(F)F)c12	32	-5	0.7	8	-10
6	O=P(c1ccccc1)(c1ccccc1)C(O)c1ccco1 (centres undefined)	21	2	0.8	-4	-4
7	CCOc1ccc(-c2nc(-c3ccccc3)no2)cc1OCC	12	/	0.9	/	-8
8	COc1ccc(CSc2nncn2N)cc1Br	45	-36	0.5	33	7
9	CC1(c2ccc3c(c2)OCO3)NC(=O)N(CC(=O)Nc2ccc(N3CCOCC3)cc2)C1=O (centres undefined)	59*	10	0.4	-11	-2
10	COc1ccc2c(c1)NC1(O)c3ccccc3C(=O)C21O (centres undefined)	-50	-4	1.5	2	0

nr	PostGolgi ctrl	Pyk2 oligo antag	PostGolgi yeast	DAT uptake mod
1	2	1.1	4	0.12
2	33*	/	0	-1.4
3	/	0.38	/	1.4
4	36*	0.14	3	-0.42
5	-4	0.63	3	-0.56
6	6	0.15	1	0.31
7	12	/	5	0.77
8	5	0.39	4	-0.84
9	7	0.2	-10	0.47
10	0	1.8	-5	-1.5

# Later entries.
nr	mol	CYP2C9 inhib	LYP inh 2	CYP2C9 activ	PTPN22 act	E coli WT exp
11	COC(=O)C1(S(=O)(=O)c2cc(Br)cc3c2N(C(C)=O)CC3)CC1	18	-3	0.8	4	0
12	Cc1c(Cl)ccc2c1NC(=O)[C@]21N[C@@H](Cc2ccccc2)[C@H]2C(=O)N(c3ccc(F)cc3)C(=O)[C@H]21	36	10	0.6	-10	-12
13	Cn1c(=O)[nH]c(=O)c2[nH]c(NCCCN3CCOCC3)nc21	2	4	1	-5	-2
14	CCN(CC)C(=O)/C(=C\c1ccc2c(c1)OCO2)NC(=O)c1ccc(Br)cc1	40	9	0.6	-6	-8
15	O=C(CN1CCCC1)Nc1c2c(nc3ccccc13)N(Cc1ccccc1)CC2	9	0	0.9	-2	1
16	CC(C)(C)NC(=S)NCc1cccnc1	1	-4	1	5	-2
17	Cc1cc(Cl)ccc1OCCCC(=O)N1CCOCC1	-79	-1	1.8	-2	-13
18	CC(N)C12CC3CC(C1)CC(C(C)N)(C3)C2 (centres undefined)	-20	2	1.2	-5	1
19	CCOC(=O)Cc1c(C)c2c(C)[nH]nc2oc1=O	-49	-12	1.5	9	-2
20	CCOC(=O)c1c(C)[nH]c(C(C)=O)c1C	56*	-6	0.4	5	-5

nr	PostGolgi ctrl	Pyk2 oligo antag	PostGolgi yeast	DAT uptake mod
11	7	-0.46	4	-0.69
12	20	-0.24	-10	1.1
13	5	0.5	4	0.29
14	10	/	-1	/
15	13	0.07	-6	0.35
16	-3	-0.3	-2	-0.57
17	-9	-0.44	8	-0.25
18	-2	0.38	-5	-0.41
19	4	-0.22	-24	-0.73
20	9	-0.27	-10	-0.018

# The list continues:
nr	mol	CYP2C9 inhib	LYP inh 2	CYP2C9 activ	PTPN22 act	E coli WT exp
21	Cc1cc(N2CCCC2)ccc1/C=N/n1cnnc1	86*	2	0.1	-5	3
22	CCCn1c(O)c(/C=C2\C=NN=C2c2ccccc2)sc1=S	13	2	0.9	-3	-16
23	COc1ccc(S(=O)(=O)N2CCCC2C(=O)Nc2nnc(-c3cccnc3)s2)cc1 (centres undefined)	6	2	0.9	-4	4
24	Cc1cc(C(F)(F)F)nn1CC(=O)NNC(=S)NCC(C)C	0	-7	1	7	7
25	Clc1ccc(-c2nc3ncccn3c2Nc2ccc3c(c2)OCCO3)cc1	-9	14	1.1	-10	-10
26	COc1ccc(NC(=O)NCCCN2CCCCC2C)cc1 (centres undefined)	-11	7	1.1	-9	-2
27	O=C(c1ccc(Cn2cc(Br)cn2)o1)N1N=C(C(F)F)CC1(O)C(F)F (centres undefined)	93*	-11	0.1	9	2
28	Cc1ccc(C(=O)NCCNC(=O)CN2CCOCC2)cc1	-6	-5	1.1	3	3
29	O=S(=O)(Nc1ccc2c(c1)OCCO2)c1cccs1	23	-10	0.8	4	-3
30	Cn1c(-c2ccccc2)cnc1SCC(=O)N1CCCCC1	/	6	/	-6	/

nr	PostGolgi ctrl	Pyk2 oligo antag	PostGolgi yeast	DAT uptake mod
21	13	1.3	4	-0.63
22	18	-1.6	4	-1.6
23	21	-0.66	1	0.21
24	-3	1.2	9	-0.81
25	24	-0.4	-20	-0.41
26	-1	0.84	4	/
27	15	1.1	21	-0.71
28	22	-0.18	1	/
29	7	0.5	-1	-0.099
30	/	0.09	/	0.25

# More results:
nr	mol	CYP2C9 inhib	LYP inh 2	CYP2C9 activ	PTPN22 act	E coli WT exp
31	C/C(=N\NC(=O)c1c(Cl)cnn1C)c1cccc(NC(=O)COc2ccccc2)c1	28	1	0.7	-3	-1
32	O=C(O)CC1(Cc2nc(-c3cccs3)no2)CCCC1	4	-1	1	1	-2
33	O=C1CC(C(=O)O)c2ccccc2N1 (centres undefined)	6	-8	0.9	6	-4
34	COC(=O)c1sccc1NC(=O)c1ccc(C)s1	/	-50	/	43*	/
35	CCOC(=O)C1CN(S(=O)(=O)c2ccc(C)cc2)c2cc(S(=O)(=O)CC)ccc2O1 (centres undefined)	44	-1	0.6	6	-14
36	O=C(NCc1cccs1)c1cc(S(=O)(=O)N2CCCCC2)ccc1Cl	/	-2	/	2	/
37	O=C(Cn1cnc([N+](=O)[O-])c1)NCc1ccc(F)cc1	8	-3	0.9	7	16
38	N#Cc1nc(-c2ccccc2Cl)oc1N1CCCCC1	81*	2	0.2	-3	-3
39	COc1cc2[nH]c(=O)n(CCC(=O)NC3CCN(Cc4ccccc4)CC3)c(=O)c2cc1OC	-15	/	1.2	/	1
40	CC1CC(C)CN(C(=O)CSc2nc3ccsc3c(=O)n2Cc2ccccn2)C1 (centres undefined)	24	-29	0.8	31	0

nr	PostGolgi ctrl	Pyk2 oligo antag	PostGolgi yeast	DAT uptake mod
31	7	0.11	-5	-0.08
32	22	/	-11	1.6
33	-2	-0.09	-3	1.1
34	/	-0.91	/	-0.6
35	6	0.17	1	-0.3
36	/	-0.21	/	-0.2
37	10	0.24	-3	/
38	26	0.39	7	1.3
39	18	0.14	1	3.3*
40	5	1.5	-8	1.4

# (further entries)
nr	mol	CYP2C9 inhib	LYP inh 2	CYP2C9 activ	PTPN22 act	E coli WT exp
41	COc1ccc(OC)c(Nc2nc(-c3sc(N)nc3C)cs2)c1	73*	-5	0.3	0	-4
42	O=C(Nc1cccc(NC(=O)C2CC3CCCC(C2)C3=O)n1)C1CC2CCCC(C1)C2=O (centres undefined)	-5	-2	1	1	2
43	CN(Cc1ccccc1)c1oc(-c2ccco2)nc1C#N	62*	4	0.4	-6	7
44	COc1cc(C(=O)N2CCC(NC(=O)C(Cc3ccccc3)NC(C)=O)CC2)cc(OC)c1OC (centres undefined)	-16	-9	1.2	8	5
45	CC(C)NC(=O)CSc1nnc(-c2ccc(C(C)(C)C)cc2)n1C	/	-6	/	2	6
46	O=C(O)C1CC=CCC1C(=O)N1CCN(c2nc(-c3ccccc3)c3ccccc3n2)CC1 (centres undefined)	2	2	1	-5	17
47	CCCOc1ccc(C(=O)NCc2cccnc2)cc1	0	-9	1	6	-1
48	O=C(NCC(=O)N(Cc1ccco1)C(C(=O)NC1CCCCC1)c1cccnc1)c1ccco1 (centres undefined)	22	3	0.8	-5	0
49	CCCOC(=O)/C(=C\c1ccc([N+](=O)[O-])o1)NC(=O)c1ccccc1	/	-6	/	7	/
50	CC(C)OC(=O)NCCOC(=O)Nc1ccc(Cl)c(Cl)c1	/	7	/	-6	/

nr	PostGolgi ctrl	Pyk2 oligo antag	PostGolgi yeast	DAT uptake mod
41	16	-0.47	-1	1.1
42	2	0.66	10	0.86
43	11	-1.1	8	0.78
44	3	0.02	-6	-0.11
45	2	-0.36	-1	0.23
46	-4	-0.18	-5	/
47	32*	1	6	-0.12
48	9	0.07	-4	-1.3
49	/	0.18	/	0.085
50	/	1.2	/	1.5

# Entries 38–47, quoted:
nr	mol	CYP2C9 inhib	LYP inh 2	CYP2C9 activ	PTPN22 act	E coli WT exp
38	N#Cc1nc(-c2ccccc2Cl)oc1N1CCCCC1	81*	2	0.2	-3	-3
39	COc1cc2[nH]c(=O)n(CCC(=O)NC3CCN(Cc4ccccc4)CC3)c(=O)c2cc1OC	-15	/	1.2	/	1
40	CC1CC(C)CN(C(=O)CSc2nc3ccsc3c(=O)n2Cc2ccccn2)C1 (centres undefined)	24	-29	0.8	31	0
41	COc1ccc(OC)c(Nc2nc(-c3sc(N)nc3C)cs2)c1	73*	-5	0.3	0	-4
42	O=C(Nc1cccc(NC(=O)C2CC3CCCC(C2)C3=O)n1)C1CC2CCCC(C1)C2=O (centres undefined)	-5	-2	1	1	2
43	CN(Cc1ccccc1)c1oc(-c2ccco2)nc1C#N	62*	4	0.4	-6	7
44	COc1cc(C(=O)N2CCC(NC(=O)C(Cc3ccccc3)NC(C)=O)CC2)cc(OC)c1OC (centres undefined)	-16	-9	1.2	8	5
45	CC(C)NC(=O)CSc1nnc(-c2ccc(C(C)(C)C)cc2)n1C	/	-6	/	2	6
46	O=C(O)C1CC=CCC1C(=O)N1CCN(c2nc(-c3ccccc3)c3ccccc3n2)CC1 (centres undefined)	2	2	1	-5	17
47	CCCOc1ccc(C(=O)NCc2cccnc2)cc1	0	-9	1	6	-1

nr	PostGolgi ctrl	Pyk2 oligo antag	PostGolgi yeast	DAT uptake mod
38	26	0.39	7	1.3
39	18	0.14	1	3.3*
40	5	1.5	-8	1.4
41	16	-0.47	-1	1.1
42	2	0.66	10	0.86
43	11	-1.1	8	0.78
44	3	0.02	-6	-0.11
45	2	-0.36	-1	0.23
46	-4	-0.18	-5	/
47	32*	1	6	-0.12

# Additional compounds.
nr	mol	CYP2C9 inhib	LYP inh 2	CYP2C9 activ	PTPN22 act	E coli WT exp
51	CCCN1C(=O)/C(=C/c2cc(C)n(C)c2C)SC1=Nc1ccc(OC)cc1	10	1	0.9	3	3
52	COc1ccc(Cl)cc1NC(=O)c1nc2nc(C)cc(C(F)F)n2n1	-263	/	3.6*	/	-2
53	CC(Sc1nc(-c2ccccc2)cc(C(F)(F)F)n1)C(=O)N1CCC(C(N)=O)CC1 (centres undefined)	/	-14	/	10	-4
54	COC(=O)c1ccc(CN(Cc2ccc(C(=O)OC)o2)C(C)(C)C)o1	-1	-7	1	5	3
55	CCOCCOC(=O)c1ccc(-n2cncn2)nc1	18	11	0.8	-8	6
56	CCN(CC)C(=O)N1CCN(S(=O)(=O)c2ccc(C)cc2)CC1	-38	-4	1.4	5	1
57	CC(NC(=O)C1C2C=CC(C2)C1C(=O)O)c1ccccc1 (centres undefined)	-22	2	1.2	-1	-4
58	N#Cc1c(C(F)(F)F)cc(-c2ccccc2)nc1SCC(=O)N1CCOCC1	-16	-7	1.2	10	1
59	CC(=O)Nc1ccc(S(=O)(=O)NC2=C(N3CCN(c4ccc(F)cc4)CC3)C(=O)c3ccccc3C2=O)cc1	61*	4	0.4	-6	-4
60	COc1cc(-c2nc3cnccn3c2Nc2ccccc2)ccc1O	51*	-10	0.5	10	3
61	Brc1ccc(CSc2ncn[nH]2)cc1	13	-7	0.9	7	24
62	COC(=O)c1ccc(C(=O)OC)c(N)c1	10	1	0.9	-2	11

nr	PostGolgi ctrl	Pyk2 oligo antag	PostGolgi yeast	DAT uptake mod
51	7	-0.53	6	-0.35
52	14	/	-3	-0.23
53	-8	-0.54	3	-0.25
54	2	0.12	1	/
55	4	-0.48	26	-2.1
56	9	0.15	-5	0.19
57	-3	0.08	-5	0.69
58	-3	0.02	-9	-1.2
59	13	/	-6	/
60	20	/	7	-0.067
61	7	1.3	-2	-0.84
62	7	/	2	0.84
